Screening data: PubChem, several laboratories
NS3 helicase inh: inhibitors of HCV NS3 helicase, primary screen, biochemical, Cy5 molecular beacon fluorescence. inhibition, % at 10.9 µM. 0.56% of 290,000 active. NS3 helicase DNA unwinding. Hepatitis C virus NS3 helicase;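 active = inhibition above the mean of all tested compounds plus 3 SD, set per campaign, cut at about 35% in these data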;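 also: 0% = DMSO wells and 100% = thioflavine S control wells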
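System: Hepatitis C virus NS3 helicase domain fragment enzyme | Reagent: Annealed dual-labelled DNA beacon duplex, ATP-started | Compound dosing: 10.9 µM single point, 0.8% DMSO | Incubation: 1 h reaction at 25 °C, ATP-initiated | Technique: Cy5 fluorescence | Evaluation: Percent inhibition from t60/t0 fluorescence ratio | Benchmarks: Low DMSO, high thioflavine S at 110 µM | Replication: Singlicate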
CRFBP-R2 block: antagonists of CRF-BP/CRF-R2 complex, primary screen, cell-based, HEK293, calcium dye fluorescence, uHTS; CRF-induced calcium fluorescence; inhibition, % at 11.8 µM; 0.59% of 350,000 active; AID 588475, 2011;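 active = inhibition of the ligand-induced calcium signal above about 50% at the single tested concentration, limit read from the data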
GalR3 antagonist: GalR3 antagonists in HEK293 cells, primary screen, cell-based, fluorescence readout; HEK293 GalR3-CNG cAMP membrane potential fluorescence; galR3 body fused to GalR1 C-terminus; inhibition, % at 3 µM; 0.44% of 360,000 active; AID 651719, 2012; Galanin receptor type 3 (Homo sapiens), O60755;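 active = inhibition above the screen-wide average plus 3 SD, cut at about 13% in these data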;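 also: forskolin and galanin both at EC90 stimulate the cells; cAMP rise reported by CNG channel membrane potential dye signal; 0% = forskolin plus galanin with DMSO and 100% = forskolin alone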
Target sequence (O60755 1-299 limits assumed): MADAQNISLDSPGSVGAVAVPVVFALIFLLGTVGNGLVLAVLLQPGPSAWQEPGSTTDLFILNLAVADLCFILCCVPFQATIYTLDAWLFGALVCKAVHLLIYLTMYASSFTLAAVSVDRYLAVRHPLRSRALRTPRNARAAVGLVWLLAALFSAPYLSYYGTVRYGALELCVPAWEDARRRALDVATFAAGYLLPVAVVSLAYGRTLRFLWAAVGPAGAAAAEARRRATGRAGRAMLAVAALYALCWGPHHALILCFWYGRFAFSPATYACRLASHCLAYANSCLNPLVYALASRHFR
VIM-2 inh: VIM-2 metallo-beta-lactamase inhibitors, primary screen, biochemical, epi-absorbance readout, Pseudomonas aeruginosa enzyme | inhibition, % at 5.6 µM | purified VIM-2, nitrocefin hydrolysis, epi-absorbance fluorescence | 0.89% of 290,000 active;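 active = inhibition above the mean of all tested compounds plus 3 SD, cutoff set per screening run, cut at about 7.5% in these data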;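 also: red hydrolysis product quenches plate fluorescence so inhibitors raise well fluorescence; 0% = enzyme with DMSO and 100% = DMSO without enzyme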
IDE cell inh: human IDE inhibitors in live cells, primary screen, fluorescence polarization, HEK cells, FAbetaB substrate. inhibition, % at 5.59 µM. 0.41% of 320,000 active. AID 434962, 2010. FAbetaB cleavage;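 active = percent inhibition above the average of all tested compounds plus 3 SD, set per screening campaign, cut at about 16% in these data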;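 also: IDE supplied by intact live HEK cells; FP after avidin binding of uncleaved biotin substrate so inhibition keeps polarization high; 0% = DMSO wells and 100% = 60 µM reference IDE inhibitor Ii1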
IDE cell activ: human IDE activators in live cells, primary screen, fluorescence polarization, HEK cells, FAbeta-B substrate; activation, % at 5.96 µM; FAbeta-B cleavage; 0% vehicle, 100% cell-free pure enzyme wells; Insulin-degrading enzyme (Homo sapiens), P14735; AID 493087, 2011; 0.073% of 340,000 active;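 active = activation above the mean of all tested compounds plus 3 SD, set per screening campaign, cut at about 17% in these data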
IMP-1 inh: IMP-1 metallo-beta-lactamase inhibitors, primary screen, biochemical, epi-absorbance readout, Pseudomonas aeruginosa enzyme. 0.45% of 290,000 active. metallo-beta-lactamase IMP-1 (Pseudomonas aeruginosa). purified IMP-1, nitrocefin hydrolysis, epi-absorbance fluorescence. inhibition, % at 5.6 µM;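 active = inhibition above the mean plus 3 SD of all compounds in the same screening run, cut at about 4.5% in these data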;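 also: 0% = IMP-1 with DMSO and 100% = DMSO wells lacking enzyme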
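assay system = purified recombinant IMP-1 metallo-beta-lactamase enzyme | schedule = 15 min preincubation plus 25 min reaction at 25 °C | signal = Epi-absorbance fluorescence, 480 nm excitation, 530 nm emission | read-out basis = percent inhibition from optical density relative to buffer-blank wells | controls = IMP-1 with DMSO as 0%, enzyme-free DMSO as 100%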
UBC9 SUMO inh: inhibitors of in vitro SUMOylation cascade, primary screen, biochemical, HTRF, uHTS; SUMO-conjugating enzyme UBC9 (Homo sapiens), P63279; inhibition, % at 35 µM; HTRF SUMOylation assay, SAE1/SAE2 + UBC9; AID 2006, 2009; 0.36% of 290,000 active; in the data active = inhibition above about 50%, passing the limit was not always enough; also: strong numbers were not always called active
Target sequence (P63279 whole entry, looked up): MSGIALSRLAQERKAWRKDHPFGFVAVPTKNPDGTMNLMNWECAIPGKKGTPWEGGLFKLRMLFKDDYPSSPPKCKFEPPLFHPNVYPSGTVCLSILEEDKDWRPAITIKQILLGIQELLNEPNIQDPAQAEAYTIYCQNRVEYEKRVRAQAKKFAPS
p-CIP stab down: p/CIP-EGFP fusion destabilizers, primary screen, fluorescence, F442A cells; 16 h; 0.01% of 290,000 active; Q05BA5; decrease of EGFP signal, % at 10 µM;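 active = EGFP signal decrease of at least 30% at 10 µM or well 3 SD below plate mean, unless failing retest; inactive = the rest, including hits failing retest or dose response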; also: some compounds called inactive have numbers as strong as hits; many of its hits are not listed in these tables
Starred values were filed as active, the others as inactive; · = not tested or not shown.

SMILES	NS3 helicase inh	CRFBP-R2 block	GalR3 antagonist	VIM-2 inh	IDE cell inh	IDE cell activ	IMP-1 inh	UBC9 SUMO inh	p-CIP stab down
Cc1ccc(S(=O)(=O)Nc2ccc(C(=O)N3CCCC3)cc2)cc1	-3	5	4	-1.0	-1	1	-4.2	4	-20
O=C(CSC1=NS(=O)(=O)c2ccccc21)Nc1ccccc1	-3	-21	·	-3.9	-2	-11	-0.6	23	-7
CC(NC(=O)C(C)N1C(=O)c2cccc([N+](=O)[O-])c2C1=O)c1ccccc1 (stereo unspecified)	-4	19	-2	-1.5	-5	-5	-0.3	10	-9
Cc1ccc(C2c3c(-c4ccccc4O)n[nH]c3C(=O)N2Cc2ccncc2)cc1 (stereo unspecified)	4	22	-4	-4.7	-2	2	-3.9	-8	-12
CC1CN(C(=O)CSc2nnc(-c3cccs3)n2N)CC(C)O1 (stereo unspecified)	·	8	-4	·	0	1	·	·	·
Cc1ccc(C(=O)NC(NC(=O)c2ccc(C)cc2)c2cccc([N+](=O)[O-])c2)cc1	0	17	-8	-0.7	3	8	-2.6	-4	-8
CCOc1ccc(C2/C(=C(/O)c3ccc4c(c3)CC(C)O4)C(=O)C(=O)N2CCCn2ccnc2)cc1OCC (stereo unspecified)	-10	-10	-11	-1.3	-5	9	-0.4	-5	-1
CCOC(=O)N1CCN(C(=O)c2c(N)no[n+]2[O-])CC1	7	·	·	0.5	0	-2	-0.7	-2	-14
Cc1nnc(SCC(=O)Nc2cccc([N+](=O)[O-])c2)n1CC1CCCO1 (stereo unspecified)	11	4	-7	-0.3	2	0	-1.3	-8	3
CC(Nc1ncnc2nc[nH]c12)c1ccccc1 (stereo unspecified)	4	-10	-3	-1.7	5	0	-3.5	-4	-6
CC1CC(=O)Nc2ccccc2N1S(=O)(=O)c1ccc(F)cc1F (stereo unspecified)	-10	-8	4	-3.4	-4	6	-2.9	-7	-1
CN(C)c1nc(OCCOC(=O)c2ccccc2)nc(N(C)C)n1	0	-6	-2	-2.6	4	-6	-2.1	25	1
O=C(Nc1ccccc1C(=O)N1CCCC1)c1ccc(Cl)cc1Cl	8	0	-6	-0.5	1	3	0.5	13	-4
COC(=O)c1ccc(N=NN2CCOCC2)cc1	-1	24	7	-0.9	-2	1	-3.1	-2	0
CC(C)n1cc(C(=O)c2cc(Br)ccc2O)cc(C#N)c1=O	5	22	-2	1.6	3	1	-2.4	7	0
CCOc1ccc(N/C(N)=N/c2nc(CSc3nnc(C)s3)cc(=O)[nH]2)cc1	5	19	-2	-3.4	8	5	-4.3	8	-26
CCn1c(COc2ccc(=O)n(-c3ccccc3)n2)n[nH]c1=S	-4	16	-2	-1.4	0	3	-3.0	0	8
Cc1ccc(C(=O)N/C(=C\c2ccco2)C(=O)NCCN2CCCCC2)cc1C	-4	-17	-10	-4.9	6	2	-2.6	6	-9
Cc1csc(=O)n1CCC(=O)OCc1nnc(-c2ccccc2Cl)o1	·	3	-3	·	-7	5	·	·	·
CCN(CCCNC(=O)C1CCC(=O)N1Cc1ccc(C)cc1)c1cccc(C)c1 (stereo unspecified)	0	15	0	-2.3	-3	1	-2.1	-2	-3

In another format: entries from further up
NS3 helicase inh | CRFBP-R2 block | GalR3 antagonist | VIM-2 inh | IDE cell inh | IDE cell activ | IMP-1 inh | UBC9 SUMO inh | p-CIP stab down | compound
-3 | 5 | 4 | -1.0 | -1 | 1 | -4.2 | 4 | -20 | Cc1ccc(S(=O)(=O)Nc2ccc(C(=O)N3CCCC3)cc2)cc1
-3 | -21 | · | -3.9 | -2 | -11 | -0.6 | 23 | -7 | O=C(CSC1=NS(=O)(=O)c2ccccc21)Nc1ccccc1
-4 | 19 | -2 | -1.5 | -5 | -5 | -0.3 | 10 | -9 | CC(NC(=O)C(C)N1C(=O)c2cccc([N+](=O)[O-])c2C1=O)c1ccccc1 (stereo unspecified)
4 | 22 | -4 | -4.7 | -2 | 2 | -3.9 | -8 | -12 | Cc1ccc(C2c3c(-c4ccccc4O)n[nH]c3C(=O)N2Cc2ccncc2)cc1 (stereo unspecified)
· | 8 | -4 | · | 0 | 1 | · | · | · | CC1CN(C(=O)CSc2nnc(-c3cccs3)n2N)CC(C)O1 (stereo unspecified)
0 | 17 | -8 | -0.7 | 3 | 8 | -2.6 | -4 | -8 | Cc1ccc(C(=O)NC(NC(=O)c2ccc(C)cc2)c2cccc([N+](=O)[O-])c2)cc1
-10 | -10 | -11 | -1.3 | -5 | 9 | -0.4 | -5 | -1 | CCOc1ccc(C2/C(=C(/O)c3ccc4c(c3)CC(C)O4)C(=O)C(=O)N2CCCn2ccnc2)cc1OCC (stereo unspecified)
7 | · | · | 0.5 | 0 | -2 | -0.7 | -2 | -14 | CCOC(=O)N1CCN(C(=O)c2c(N)no[n+]2[O-])CC1
11 | 4 | -7 | -0.3 | 2 | 0 | -1.3 | -8 | 3 | Cc1nnc(SCC(=O)Nc2cccc([N+](=O)[O-])c2)n1CC1CCCO1 (stereo unspecified)
4 | -10 | -3 | -1.7 | 5 | 0 | -3.5 | -4 | -6 | CC(Nc1ncnc2nc[nH]c12)c1ccccc1 (stereo unspecified)
-10 | -8 | 4 | -3.4 | -4 | 6 | -2.9 | -7 | -1 | CC1CC(=O)Nc2ccccc2N1S(=O)(=O)c1ccc(F)cc1F (stereo unspecified)
0 | -6 | -2 | -2.6 | 4 | -6 | -2.1 | 25 | 1 | CN(C)c1nc(OCCOC(=O)c2ccccc2)nc(N(C)C)n1
8 | 0 | -6 | -0.5 | 1 | 3 | 0.5 | 13 | -4 | O=C(Nc1ccccc1C(=O)N1CCCC1)c1ccc(Cl)cc1Cl

(continued)
SMILES	NS3 helicase inh	CRFBP-R2 block	GalR3 antagonist	VIM-2 inh	IDE cell inh	IDE cell activ	IMP-1 inh	UBC9 SUMO inh	p-CIP stab down
O=C(NC1CCCc2ccccc21)c1cn2ccccc2n1 (stereo unspecified)	0	-4	-4	0.7	-2	5	-2.1	1	16
Cc1nc(NCCc2ccccc2)c2oc3ccccc3c2n1	-1	-8	-9	-1.0	5	-3	-3.1	15	2
Cc1nn(C)c(=O)n1N(C)c1ncc(C(F)(F)F)cc1Cl	2	-1	-1	-2.4	-2	1	-2.4	-6	12
O=C(NC1CC2CCC(C1)N2Cc1ccccc1)c1ccccc1Br (stereo unspecified)	12	-1	-5	-3.0	1	4	-4.0	11	5
O=C(Cc1ccc(F)cc1)NC1CCSC1=O (stereo unspecified)	20	-6	-4	-0.1	3	4	-2.5	4	-16
CCOC(=O)c1sc(N)nc1C(C)(C)C	1	20	-7	-3.7	-1	2	-3.6	4	-7
CCOc1ccc(S(=O)(=O)N(CC)CC(=O)NCc2ccncc2)cc1C	5	-1	-4	-3.0	0	-2	-1.9	13	-11
O=c1[nH]c2c(s1)C(c1ccccc1)C1C3CCC(C3)C1S2 (stereo unspecified)	8	8	-9	6.0	5	3	-2.4	-5	-3
O=C(NCc1ccccc1F)C1CCN(C(=O)c2sccc2-n2cccc2)CC1	5	0	-3	-2.4	1	0	-2.0	9	-8
Cc1cc(=O)oc2cc(OCC(=O)NCc3ccco3)ccc12	0	5	1	-0.7	11	4	-5.9	-4	0
CCOC(=O)CSc1nc2sc3c(c2c(=O)n1C1CCCCC1)CCN(C)C3	-23	-4	0	0.1	-2	-4	-0.5	12	18
C=CCNC(=O)c1cnc2n(c1=O)CCS2	2	-10	-1	-0.7	-1	3	-0.5	-31	-14
COc1cc(OC)c(-c2cc(C(=O)O)ccc2OC)c(OC)c1	-3	-15	-1	-6.1	1	1	-3.7	11	2
O=C(O)CN1C(=O)/C(=C/c2ccc(N3CCCCC3)o2)SC1=S	61*	-6	-6	-1.3	-1	-29	-1.3	15	-5
CCOc1ccc(CNC(=O)c2cc3oc4ccccc4c3n2C)cc1	-11	40	-3	-1.1	-6	3	-3.0	7	-8
CC1CCC/C(=N\Nc2ccc(Cl)c(C(=O)O)c2)C1 (stereo unspecified)	7	16	-4	-0.6	1	6	-2.6	-10	6
COc1ccc(N2CC(C(=O)N3CCN(C(=O)c4ccco4)CC3)CC2=O)cc1 (stereo unspecified)	1	7	-4	-1.6	3	3	-1.9	-2	-6
Cc1cc(OC(=O)c2ccccc2Cl)c([N+](=O)[O-])c(=O)[nH]1	-7	5	2	-1.8	-1	-2	-1.8	1	-4
Cc1ccccc1-c1nnc(SC(C)C(=O)NC2CCCC2)o1 (stereo unspecified)	·	-7	-5	·	-2	3	·	·	·
O=C(CCN1C(=O)/C(=C/c2ccc(F)cc2)SC1=S)NNC(=O)c1cccnc1	-19	-34	4	-5.1	8	1	-2.5	-10	6
O=C(c1cccc(F)c1)N1CCc2ccccc2C1	0	0	-4	-0.8	8	1	-2.1	25	-7
Cc1ccc(NCc2ccc(O)c3ncccc23)cc1C	13	-2	-2	2.3	0	1	-1.8	-41	-24
Cc1onc(-c2ccc(Cl)cc2Cl)c1C(=O)/C=C/N(C)C	-31	-20	-3	1.2	6	2	-1.9	10	0
O=C(CSc1nccc(-c2ccc(Br)cc2)n1)NCCc1ccccc1	5	8	-7	0.0	1	-8	1.0	12	-1
NC(=O)c1cnn(-c2cc(Oc3ccccc3)ncn2)c1N	-6	-6	3	-1.8	5	1	-2.5	12	-15
CCOC(=O)Nc1ccc(S(=O)(=O)Nc2cc(C)nc(C)n2)cc1	4	-5	10	-5.4	2	8	-3.6	-6	7
O=C(NN1c2ccccc2CCc2ccccc21)c1ccccc1Br	-8	4	1	-2.5	2	3	-0.4	31	-1
O=C(CN1C(=O)c2cccc3cccc1c23)N1CCN(Cc2ccc3c(c2)OCO3)CC1	-11	-7	1	0.2	0	-8	-0.2	-9	-8
CCOC(=O)N1CCC(N2C(=O)c3ccccc3C2Nc2ccc3c(c2)OCCO3)CC1 (stereo unspecified)	6	22	0	-3.3	4	0	-2.6	-10	-2
O=c1c(Cc2ccc(F)cc2)c(O)ccn1CCc1cnc[nH]1	-4	13	10	-0.4	7	8	-0.1	11	-5
c1ccc2cc(CCO[C@H]3CCCCO3)ncc2c1	·	2	-5	·	1	2	·	·	·
O=C(NCCC1CCCCN1S(=O)(=O)c1ccccc1)C(=O)NCc1ccccc1 (stereo unspecified)	·	-12	-3	·	-1	1	·	·	·
CC1CCCCC1NC(=O)CCc1nc2sc3c(c2c(=O)[nH]1)CCCC3 (stereo unspecified)	·	-16	0	·	0	-4	·	·	·
CC1(C)CC(NC(=S)Nc2ccc(S(N)(=O)=O)cc2)CC(C)(C)N1	2	28	-6	-4.2	5	7	-0.7	10	-3
COc1ccc(Cc2nc3ccc(S(=O)(=O)N4CCOCC4)cc3[nH]2)cc1OC	-1	-4	-7	-5.8	-1	1	-1.9	10	-15
